Jurkat NFkB inh: lowers PMA/ionomycin-induced NF-kB signal in Jurkat cells; PMA/ionomycin-induced NF-kB luciferase reporter, luminescence; 0.53% of 330,000 active; inhibition, % at 4 µM; in the data active = inhibition above about 50%
CCR6 antag: antagonists of human CCR6 receptor; P51684; CHO-K1 CCR6 PathHunter beta-arrestin, luminescence, CCL20-stimulated; inhibition, % at 20 µM; 0.49% of 340,000 active; AID 493098;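 active = compounds whose inhibition of the agonist-driven luminescence signal at 20 µM reaches about 50%, limit read from the data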;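 also: cells stimulated with CCL20 at 14 nM final; plate controls were DMSO with CCL20 for no effect and DMSO without agonist for full effect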
Target sequence (P51684 whole entry, looked up): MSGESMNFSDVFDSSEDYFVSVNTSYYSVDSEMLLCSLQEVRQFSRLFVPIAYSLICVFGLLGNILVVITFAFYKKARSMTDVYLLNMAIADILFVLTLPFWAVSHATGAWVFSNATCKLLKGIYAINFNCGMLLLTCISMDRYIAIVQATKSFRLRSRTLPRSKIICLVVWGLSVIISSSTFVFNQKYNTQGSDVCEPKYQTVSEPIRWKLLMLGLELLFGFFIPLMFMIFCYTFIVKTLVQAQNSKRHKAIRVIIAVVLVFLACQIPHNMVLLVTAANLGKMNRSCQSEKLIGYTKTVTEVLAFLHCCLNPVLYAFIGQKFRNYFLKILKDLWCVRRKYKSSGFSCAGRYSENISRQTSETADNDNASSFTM
Gli-Sufu antag: blocks Gli-Sufu signaling in a luciferase reporter; Sufu-KO-LIGHT fibroblasts, Gli luciferase reporter luminescence; inhibition, % at 5 µM; 0.74% of 340,000 active;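 active = inhibition above about 55%, limit read from the data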;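 also: 0% = DMSO-treated cells and 100% = wells with medium but no cells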
CXCR6 block: CXCR6 (human) receptor inhibition; inhibition, % at 20 µM; O00574; CHO-K1 PathHunter CXCR6 beta-arrestin, luminescence; 0.36% of 360,000 active; in the data active = inhibition above about 34%, passing the limit was not always enough;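 also: antagonist mode with CXCL16 agonist at 10 nM final; 0% = 10 nM CXCL16 with DMSO and 100% = unstimulated wells without agonist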
EBI2 block: antagonists of human EBI2 receptor | AID 651636 | EBI2 beta-arrestin recruitment, luminescence, 7a,25-OHC stimulated | inhibition, % at 5 µM | P32249 | 0.81% of 360,000 active; in the data active = inhibition above about 38%;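 also: enzyme fragment complementation signal reports receptor beta-arrestin coupling in cells; 0% = agonist plus DMSO wells and 100% = wells without agonist; some results beyond the cut were filed as inactive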
Target sequence (P32249 whole entry, looked up, the tested form may be a part): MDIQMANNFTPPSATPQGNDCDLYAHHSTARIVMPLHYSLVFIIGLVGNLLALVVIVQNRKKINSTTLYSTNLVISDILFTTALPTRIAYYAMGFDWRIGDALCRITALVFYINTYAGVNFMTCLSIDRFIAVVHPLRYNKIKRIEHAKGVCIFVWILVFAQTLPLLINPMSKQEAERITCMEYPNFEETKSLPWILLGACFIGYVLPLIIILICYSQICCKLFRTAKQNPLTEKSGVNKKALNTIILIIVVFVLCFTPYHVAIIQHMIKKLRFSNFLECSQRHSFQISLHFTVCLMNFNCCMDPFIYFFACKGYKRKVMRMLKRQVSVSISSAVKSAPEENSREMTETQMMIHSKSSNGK
697 NFkB inh: inhibitors of the PMA/ionomycin-induced NF-kB reporter in 697 B cells; 697 B-cell NF-kB luciferase reporter, 16 h; inhibition, % at 4 µM; 0.33% of 330,000 active; AID 435022; in the data active = inhibition above about 35%
APJ antag: blocks the human apelin receptor APJ. CHO-K1 APJ beta-arrestin complementation, luminescence. 0.32% of 330,000 active. inhibition, % at 20 µM. P35414. AID 2521;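 active = inhibition above about 40% at 20 µM, limit read from the data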;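 also: cells challenged with 10 nM apelin-13 agonist together with compound; plate controls were apelin-13 plus DMSO wells for no effect and DMSO wells lacking apelin-13 for full effect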
UBC13 polyUb: blocks human UBC13 polyubiquitin chain formation | TR-FRET | inhibition, % at 20 µM | 0.47% of 330,000 active | AID 485273; in the data active = inhibition above about 45%, passing the limit was not always enough; inconclusive = no clear call, values can overlap the other calls
Target sequence (P61088 whole entry, looked up): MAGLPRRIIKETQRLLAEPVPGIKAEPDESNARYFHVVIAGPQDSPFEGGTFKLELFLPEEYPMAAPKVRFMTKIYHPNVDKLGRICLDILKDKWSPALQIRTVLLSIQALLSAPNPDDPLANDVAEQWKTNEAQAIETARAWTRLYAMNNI
The depositor's hits bear a star; ? = inconclusive; · = no result given.

SMILES	Jurkat NFkB inh	CCR6 antag	Gli-Sufu antag	CXCR6 block	EBI2 block	697 NFkB inh	APJ antag	UBC13 polyUb
Nc1nonc1-n1nnc(C(=O)N/N=C/c2cccnc2)c1CSc1ccccc1	-9.2	13.3	18.2	-8.4	1.2	-25.4	-4.6	-6.6
O=C(NCc1ccccc1)c1ccc(NC(=O)C2CCCO2)cc1 (stereo not drawn)	2.3	4.1	-0.2	3.5	-5.7	15.9	4.3	4.3
CCC(O)(c1ccc(OC)cc1)C(CN1CCOCC1)c1ccccc1 (stereo not drawn)	12.6	14.9	5.5	7.4	5.4	-3.1	-1.4	-5.1
CCN(CC)S(=O)(=O)c1cc(C(=O)Oc2ccccc2OC)ccc1OC	4.5	14.8	1.3	11.8	4.9	-0.1	12.2	3.3
Cc1cccc(-n2c(-c3csc(C)c3)n[nH]c2=S)c1	-1.2	-6.1	-0.5	1.3	-13.8	6.4	-8.4	-8.7
Cc1cccc(OCC(=O)Nc2ccc(S(=O)(=O)N3CCN(C)CC3)cc2)c1	-4.2	3.5	-3.2	-5.8	5.7	15.4	-0.9	-7.3
Cc1cc(C(=O)COC(=O)CN=C2NS(=O)(=O)c3ccccc32)c(C)n1CCc1ccc(Cl)cc1	22.9	12.5	3.7	7.2	-9.1	-41.2	7.6	-5.6
COc1ccc(N=C2C(=O)N3CCCc4cccc2c43)cc1	10.3	26.6	2.8	8.1	7.7	-2.8	2.2	-11.5
CC1(C)Cc2nc3[nH]c(=S)n(-c4ccccc4)c(=O)c3cc2CO1	12.6	7.6	3.5	-1.5	-3.8	14.8	31.4	-8.8
COc1ccc(NC(=O)N(C2CCCCC2)C(C)c2cccnc2)c(OC)c1 (stereo not drawn)	9.3	7.9	4.2	-10.0	-13.3	14.8	3.8	6.5
COc1ccc(NS(=O)(=O)c2ccc(NC(=S)NC(=O)c3cccnc3)cc2)nn1	6.9	33.6	2.8	23.9	-9.8	8.6	24.2	-5.3
CCc1nnc(NC(=O)Nc2ccc(OC)cc2)s1	-34.4	-2.8	-29.1	12.3	-3.8	-14.7	-9.3	3.2

Three compounds from above, reduced to 697 NFkB inh.
SMILES,697 NFkB inh
COc1ccc(N=C2C(=O)N3CCCc4cccc2c43)cc1,-2.8
CC1(C)Cc2nc3[nH]c(=S)n(-c4ccccc4)c(=O)c3cc2CO1,14.8
COc1ccc(NC(=O)N(C2CCCCC2)C(C)c2cccnc2)c(OC)c1 (stereo not drawn),14.8

Three entries picked at random from the list so far:
SMILES	Jurkat NFkB inh	CCR6 antag	Gli-Sufu antag	CXCR6 block	EBI2 block	697 NFkB inh	APJ antag	UBC13 polyUb
CCN(CC)S(=O)(=O)c1cc(C(=O)Oc2ccccc2OC)ccc1OC	4.5	14.8	1.3	11.8	4.9	-0.1	12.2	3.3
Nc1nonc1-n1nnc(C(=O)N/N=C/c2cccnc2)c1CSc1ccccc1	-9.2	13.3	18.2	-8.4	1.2	-25.4	-4.6	-6.6
COc1ccc(NS(=O)(=O)c2ccc(NC(=S)NC(=O)c3cccnc3)cc2)nn1	6.9	33.6	2.8	23.9	-9.8	8.6	24.2	-5.3

More entries:
SMILES	Jurkat NFkB inh	CCR6 antag	Gli-Sufu antag	CXCR6 block	EBI2 block	697 NFkB inh	APJ antag	UBC13 polyUb
CCOc1cc(S(=O)(=O)N2CCN=C2Cc2ccccc2)ccc1F	1.4	17.0	-5.6	-8.6	4.6	10.1	9.5	2.9
COc1ccc(N)c2c1OCCC2=O	-12.8	2.9	10.0	-3.2	-4.5	-41.1	-5.5	-26.0
CCCc1cc(=O)[nH]c(SCC(=O)Nc2ccc([N+](=O)[O-])cc2C#N)n1	6.8	-5.0	-2.7	-10.6	7.2	16.7	-19.1	0.2
Nc1ccccc1C(=O)NCCN1CCNC1=O	-3.0	-8.8	-1.4	4.8	-2.8	-3.1	-16.0	4.3
CC1CC(C)CN(S(=O)(=O)N2CCC(C(=O)NCCc3ccccc3)CC2)C1 (stereo not drawn)	2.6	2.5	6.5	-0.2	3.6	-7.2	13.0	-3.0
Cc1ccccc1NC(=O)NC1(C(=O)N2CCCC2)CCCCC1	4.9	3.7	44.2	14.0	-8.2	16.7	-10.8	3.6
O=C(O)Cn1nc(-c2ccccc2)c2ccccc2c1=O	-3.2	-15.9	0.0	0.7	-3.4	10.8	5.4	6.1
COC(=O)c1c(-c2ccccc2OC)sc2cc3c(cc12)OCO3	-5.1	17.9	-3.4	2.2	2.1	-22.5	13.1	?
CCOc1nonc1C(=N)/C(C(C)=O)=C(\C)O	4.0	11.2	6.6	5.9	-7.6	29.6	1.3	0.1
CCOC(=O)CSc1nnc(NC(=O)c2cccc(S(=O)(=O)N3CCCCC3)c2)s1	8.0	-0.1	-12.5	-0.4	0.3	0.1	17.9	-4.5
CCOc1ccc(N2C(=O)CC(N(C)Cc3ccccc3)C2=O)cc1 (stereo not drawn)	-1.7	1.5	4.2	-13.9	-9.9	-11.3	1.9	-10.9
CC1=CCC(C(C)(C)NC(=O)c2ccccc2)C/C1=N\O (stereo not drawn)	13.9	1.3	10.4	-0.5	-13.5	-1.7	-7.9	4.9
COc1cc(C(=O)NCCC(=O)NC2CCCCCCC2)cc(OC)c1OC	-16.3	-3.1	1.6	-6.8	-0.3	4.8	19.8	-0.2
COc1ccc(O)c(C(=O)c2cnn(C(=O)c3cccc(S(=O)(=O)N(C)C)c3)c2)c1	0.7	1.2	3.1	-1.2	-10.6	-17.0	12.6	-22.6
Cc1nnc(N2C(=O)c3cccc4c([N+](=O)[O-])ccc(c34)C2=O)s1	11.4	-5.0	2.0	11.8	21.7	18.5	-51.9	-31.5
CCN(CC)C(=O)CSc1nc2c(c(-c3cccnc3)c1C#N)CCCC2	3.1	9.7	11.3	7.0	-1.3	-2.5	-3.6	9.8
COc1ccc(NC(=S)N2CCC(N(C)CC3CCCO3)CC2)cc1Cl (stereo not drawn)	1.7	11.7	-0.3	-1.3	-10.0	1.9	-2.7	-8.5
COc1ccc(OC)c(NC(=O)c2nnn(Cc3ccccc3C)c2N)c1	-2.9	-17.9	15.3	4.7	15.7	25.3	-3.0	-8.6
Cc1ccc(C(=O)NNC(=O)c2ccncc2)cc1S(=O)(=O)N1CCOCC1	15.3	-1.9	-1.7	-0.7	-0.9	10.7	3.9	-2.6
CCc1c(C)sc(NC(=O)c2cc(-c3ccc(OC)c(OC)c3)on2)c1C#N	3.5	29.9	-14.5	-5.3	6.7	0.9	6.3	18.9
CC(C)Cc1cc(C(=O)N2CCC(N3CCC(C(=O)N4CCOCC4)CC3)CC2)n[nH]1	9.8	7.9	-12.4	-3.6	2.2	-3.1	-5.7	-0.3
CCOc1ccc2nc(SCC(=O)N(C)C3CCS(=O)(=O)C3)[nH]c2c1 (stereo not drawn)	3.6	3.0	7.8	-7.0	3.2	6.0	-7.4	3.4
COc1cccc(CN2CCN(C(=O)CC(C)C)CC2)c1	5.8	6.3	6.2	-4.8	1.3	11.3	18.5	1.5
Cc1nc([N+](=O)[O-])c(Br)n1Cc1ccccc1	-14.9	0.7	-16.5	6.5	-17.4	-10.9	4.0	-13.0

Continued, starting with the last four of the part before.
SMILES	Jurkat NFkB inh	CCR6 antag	Gli-Sufu antag	CXCR6 block	EBI2 block	697 NFkB inh	APJ antag	UBC13 polyUb
CC(C)Cc1cc(C(=O)N2CCC(N3CCC(C(=O)N4CCOCC4)CC3)CC2)n[nH]1	9.8	7.9	-12.4	-3.6	2.2	-3.1	-5.7	-0.3
CCOc1ccc2nc(SCC(=O)N(C)C3CCS(=O)(=O)C3)[nH]c2c1 (stereo not drawn)	3.6	3.0	7.8	-7.0	3.2	6.0	-7.4	3.4
COc1cccc(CN2CCN(C(=O)CC(C)C)CC2)c1	5.8	6.3	6.2	-4.8	1.3	11.3	18.5	1.5
Cc1nc([N+](=O)[O-])c(Br)n1Cc1ccccc1	-14.9	0.7	-16.5	6.5	-17.4	-10.9	4.0	-13.0
Cc1cc(NC(=O)CCc2ccccc2)c([N+](=O)[O-])cc1C	-18.4	5.0	-7.7	-10.3	0.4	-4.1	11.1	2.5
C=CCn1c(SCC(=O)N2CC(=O)Nc3ccccc32)nc2scc(-c3cccs3)c2c1=O	4.7	12.9	13.6	1.7	-1.0	7.3	-7.9	5.4
CCOC(=O)c1cc(NC(=O)CSCCO)ccc1Cl	-4.3	1.4	-6.9	6.1	-1.3	6.5	9.2	6.7
COc1cccc(-c2nc(NCc3ccco3)c3ccccc3n2)c1O	-36.7	-5.9	9.4	-0.1	17.5	-17.3	-0.3	0.9
Cc1cc(C)c(OCC(=O)NCC2CCCO2)c(C)c1 (stereo not drawn)	-7.0	6.5	5.3	-9.8	0.1	-12.7	-16.6	-21.2
COc1ccccc1CNC(=O)COC(=O)c1ccccc1SCC(=O)N1CCCC1	-14.2	1.1	4.7	-2.5	7.3	9.2	6.5	-1.2
COc1ccccc1CNc1nc2nc3c(c(=O)n2[nH]1)CCC3	-8.9	1.9	-24.3	-2.1	0.6	-0.3	-10.7	-17.4
CCOc1ccccc1NC(=O)c1sc2ncn(CC(=O)N3CCOCC3)c(=O)c2c1C	-19.8	9.4	-10.0	-6.5	12.8	-0.7	-1.6	0.0
O=C(CSc1nc2ccccc2c(=O)n1CC1CCCO1)NCCc1ccccc1 (stereo not drawn)	0.5	13.3	3.8	2.6	-5.3	4.0	0.5	-4.6
CC(=O)Nc1ccc(C=NNc2ccc([N+](=O)[O-])cc2S(=O)(=O)Nc2ccccc2C(=O)O)cc1	0.3	33.9	-2.8	22.1	2.9	8.8	12.0	-60.7
Cn1nnnc1NCc1cccc(Cl)c1	-0.4	-25.0	-4.1	-2.1	-14.6	7.2	1.0	11.9
CCN(CC(=O)Nc1ccc(NC(C)=O)cc1)C(=O)CSCC(=O)Nc1ccc(C)cc1	12.8	6.8	-10.0	-10.8	-6.5	-0.4	9.8	0.2
CCOC(=O)c1c(NC(C)=O)sc2c(O)c(Br)ccc12	0.2	1.5	35.7	-3.7	4.3	-1.6	-3.0	-11.5
O=C(COc1cccnc1[N+](=O)[O-])Nc1cccc(Br)c1	-10.2	10.5	-33.7	0.7	-5.1	-21.2	8.7	7.9
COc1cccc(NC(=O)Cn2c(CCC(=O)O)ccc2-c2cccs2)c1	-8.2	6.2	-2.6	6.3	6.1	2.0	-1.7	1.8
CC(=O)Nc1sc2c(c1C(=O)N1CCOCC1)CCCCC2	-4.8	13.7	-7.9	-2.0	-5.7	-9.5	5.4	-5.9
Cc1cc(C)n2nc(C(=O)OCC(=O)NC3CCCCC3)nc2n1	0.6	0.5	2.0	5.2	-17.2	4.7	5.2	2.6
COC(=O)c1ccc(C(=O)NC2CCCc3c2cnn3-c2cc(F)cc(F)c2)nc1 (stereo not drawn)	52.0*	10.5	-0.9	-9.5	2.1	-70.9	-4.7	-1.5
CCN1CCN(c2cc(C)c3cc(NC(=S)NCCN(C)C)ccc3n2)CC1	13.1	18.5	14.7	2.5	-7.2	18.4	13.7	6.2
COC(=O)c1cc(S(=O)(=O)NC2CCN(Cc3ccccc3)CC2)cn1C	1.1	6.0	2.6	-0.6	0.6	5.7	-1.6	-1.1
COc1cc(OC)cc(-c2c(C#Cc3ccsc3)c3cc(Br)ccc3n2C)c1	-9.2	14.8	-0.2	-2.3	3.1	-13.2	18.8	15.2
CN1CCN(c2nc3c(c(=O)[nH]c(=O)n3C)n2CCSc2nc3ccccc3s2)CC1	-2.8	7.9	8.8	-2.3	-5.8	5.1	16.6	0.6
Cc1cc([N+](=O)[O-])nn1CCCC(=O)Nc1sc2c(c1C(N)=O)CCC(C)C2 (stereo not drawn)	-16.0	5.9	8.2	-1.0	3.6	-31.7	1.7	-2.2
O=C(CCc1nc2sc3c(c2c(=O)[nH]1)CCCC3)NCCc1ccccc1	3.7	4.0	-6.7	-1.6	4.9	-21.5	22.2	-2.1
Cc1nc2nc(N)nc(OCc3ccccc3)c2nc1C	5.6	-3.1	-0.6	-4.1	13.1	-0.3	9.4	15.3
COc1cccc(Nc2ccc(C(=O)O)cc2[N+](=O)[O-])c1	17.5	30.3	5.2	14.1	-3.8	7.1	19.3	-33.5
CCOC(=O)c1[nH]c(=S)[nH]c1C	·	-13.9	-1.8	-4.2	-12.1	·	·	·
C=CCNc1nc(-c2ccccc2)c(C(=O)OCC)cc1C#N	34.5	-3.1	-4.0	3.8	4.5	-15.3	-8.9	-0.1
